# High-throughput results deposited in PubChem BioAssay by The Scripps Research Institute Molecular Screening Center.
# PAFAH1B3 FP inh: PAFAH1B3 (human) inhibition; recombinant PAFAH1B3, FP-rhodamine probe, fluorescence polarization; hit rate 0.28% among 340,000; inhibition, % at 3.39 µM; Q15102;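 active means inhibition above the screen-wide average of all tested compounds plus 3 SD, cut at about 25% in these data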;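 further: 0% = enzyme with DMSO only and 100% = wells lacking PAFAH1B3 protein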
# PAFAH1B2 FP inh: PAFAH1B2 (human) inhibition. P68402. recombinant PAFAH1B2, FP-rhodamine activity probe, fluorescence polarization. inhibition, % at 3.39 µM. hit rate 1.2% among 340,000. AID 492953;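 active means inhibition above the mean of all tested compounds plus 3 SD, cut at about 24% in these data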;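 further: 0% = enzyme with DMSO and 100% = wells lacking PAFAH1B2; many of its hits are not listed in these tables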
# Target sequence (P68402 whole entry, looked up): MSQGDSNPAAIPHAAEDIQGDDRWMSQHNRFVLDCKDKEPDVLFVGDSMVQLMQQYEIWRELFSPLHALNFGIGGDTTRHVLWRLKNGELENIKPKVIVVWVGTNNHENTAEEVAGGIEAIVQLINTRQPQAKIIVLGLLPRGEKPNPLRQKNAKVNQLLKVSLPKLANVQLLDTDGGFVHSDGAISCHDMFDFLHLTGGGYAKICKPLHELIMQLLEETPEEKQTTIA
# pPAFAH FP inh: inhibitors of human plasma PAF acetylhydrolase (pPAFAH). recombinant pPAFAH, FP-rhodamine probe fluorescence polarization. hit rate 1.5% among 330,000. AID 463082. inhibition, % at 3.39 µM;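 active means inhibition above the mean inhibition across the screen plus 3 SD, cut at about 25% in these data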;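 further: inhibitors block binding of the rhodamine activity-based probe so polarization drops; 0% = enzyme with DMSO and 100% = wells lacking pPAFAH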
# GSTO1 counter: GSTO1 inhibition, counter-screen for RBBP9 inhibitors | P78417 | recombinant GSTO1, activity-based probe fluorescence polarization | inhibition, % at 5.96 µM | hit rate 1.1% among 300,000;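 active means inhibition above the campaign mean inhibition plus 3 SD, cut at about 35% in these data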;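 further: 0% = GSTO1-1 with DMSO and 100% = wells lacking GSTO1-1 enzyme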
# PAD4 FP inh: PAD4 (human) enzyme inhibition; Q9UM07; recombinant PAD4, RCA probe fluorescence polarization; inhibition, % at 6.36 µM; hit rate 0.41% among 330,000; AID 485272;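 active means percent inhibition above a cutoff equal to the mean of all tested compounds plus 3 SD, cut at about 15% in these data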;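 further: 0% = PAD4 with RCA probe and DMSO and 100% = probe without PAD4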
# Target sequence (Q9UM07 whole entry, looked up): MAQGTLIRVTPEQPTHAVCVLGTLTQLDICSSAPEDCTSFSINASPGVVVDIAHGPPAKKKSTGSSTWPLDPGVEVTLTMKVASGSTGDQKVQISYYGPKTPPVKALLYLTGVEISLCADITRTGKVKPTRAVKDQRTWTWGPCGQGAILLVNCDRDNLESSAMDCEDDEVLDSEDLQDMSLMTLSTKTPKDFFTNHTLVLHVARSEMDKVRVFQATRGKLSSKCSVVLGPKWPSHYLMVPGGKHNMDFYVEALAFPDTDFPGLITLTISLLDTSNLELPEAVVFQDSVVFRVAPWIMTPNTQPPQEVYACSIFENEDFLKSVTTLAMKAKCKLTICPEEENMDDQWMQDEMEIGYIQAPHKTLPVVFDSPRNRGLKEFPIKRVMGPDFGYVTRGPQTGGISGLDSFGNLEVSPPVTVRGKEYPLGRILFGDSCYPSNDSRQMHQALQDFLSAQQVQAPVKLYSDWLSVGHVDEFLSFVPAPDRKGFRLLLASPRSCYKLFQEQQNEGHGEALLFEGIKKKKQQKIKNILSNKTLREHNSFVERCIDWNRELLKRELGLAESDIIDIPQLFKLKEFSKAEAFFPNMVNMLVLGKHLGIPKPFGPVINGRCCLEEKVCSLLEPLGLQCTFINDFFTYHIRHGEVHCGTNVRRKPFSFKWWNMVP
# PAFAH2 inh: inhibitors of human PAFAH2. Q99487. recombinant PAFAH2, FP-rhodamine activity probe, fluorescence polarization. AID 492956. hit rate 0.99% among 340,000. inhibition, % at 3.39 µM;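 active means inhibition above the mean over all tested compounds plus 3 SD, cut at about 30% in these data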;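 further: inhibitors block probe labeling of enzyme so polarization drops; 0% = enzyme with DMSO and 100% = wells lacking PAFAH2 protein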
# LYPLA2 counter: LYPLA2 (human) inhibition in PME1 counter-screen; O95372; recombinant LYPLA2, FP-Rh probe fluorescence polarization; inhibition, % at 5.9 µM; hit rate 0.38% among 320,000; AID 2177;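 active means inhibition above the screen-wide mean plus 3 SD, limit set per campaign, cut at about 26% in these data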;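 further: 0% = LYPLA2 with DMSO and 100% = wells lacking LYPLA2 enzyme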
# PREPL inh: inhibitors of human prolyl oligopeptidase-like enzyme PREPL; inhibition, % at 5.96 µM; Q4J6C6; AID 2751; recombinant PREPL, fluorescence polarization activity-based probe; hit rate 0.68% among 320,000; in the data active means inhibition above about 43%;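 further: 0% = enzyme with DMSO and 100% = wells lacking enzyme; many of its hits are not listed in these tables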
# LYPLA1 counter: counter-screen for PME1 inhibitors: inhibitors of human LYPLA1 | hit rate 0.16% among 320,000 | inhibition, % at 5.9 µM | O75608 | recombinant LYPLA1, FP-Rh probe fluorescence polarization;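 active means inhibition above the mean of all tested compounds plus 3 SD, set per campaign, cut at about 14% in these data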;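 further: inhibitors block serine hydrolase probe labeling of LYPLA1 so polarization falls; 0% = enzyme with DMSO and 100% = wells lacking LYPLA1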
# Numbers without * were called inactive; · = not tested or not shown.
No.	compound	PAFAH1B3 FP inh	PAFAH1B2 FP inh	pPAFAH FP inh	GSTO1 counter	PAD4 FP inh	PAFAH2 inh	LYPLA2 counter	PREPL inh	LYPLA1 counter
1	Cn1c(=O)c2c(SCC(=O)Nc3nccs3)nc(C3CC3)nc2n(C)c1=O	6	5	-1	-1	1	-5	8	-7	3
2	O=C1NC(c2ccc(Br)cc2)Oc2ccccc21 (configuration not stated)	7	8	1	1	0	-4	-1	3	-3
3	N#Cc1cc2c(nc1Cl)CCCC2	6	2	3	12	-4	-3	2	-7	4
4	C[n+]1ccccc1/C=C/c1ccc([N+](=O)[O-])cc1	6	1	1	-9	-4	4	10	14	3
5	Cc1cc(N2CCCCCC2)nc2ccccc12	-2	4	2	6	-5	1	1	10	-3
6	Nn1c(SC/C=C/c2ccccc2)nnc1-c1ccncc1	5	0	3	7	3	2	0	-5	-3
7	NC(=O)COc1ccccc1C(=O)O	6	3	-2	17	4	1	2	-1	-2
8	CC(=O)NS(=O)(=O)c1ccc(NC(=O)/C=C/c2ccccc2)cc1	1	4	6	-1	-7	5	-1	-4	1
9	Cc1cccc(NC(=O)c2nc[nH]c2C(=O)N2CCc3ccccc3C2)c1	8	2	3	·	-8	0	-3	17	-3
10	CCOC(=O)N1CCN(C(=O)c2noc(C(C)C)c2[N+](=O)[O-])CC1	3	-3	3	9	4	-1	-4	2	0
11	COc1ccc(N=C2NC(=O)C(CC(=O)NCCc3ccc(OC)c(OC)c3)S2)cc1 (configuration not stated)	3	2	1	-5	-3	-3	-1	14	2
12	CCC1CCCCN1C(=O)CSc1nc2c(cnn2-c2ccc(C)cc2)c(=O)[nH]1 (configuration not stated)	0	5	5	-2	4	0	-2	0	-2
13	COC(C(=O)Nc1ccnn1C1CCN(Cc2cnn(C)c2)CC1)c1ccccc1 (configuration not stated)	8	2	-4	1	-2	2	4	1	-4
14	COc1ccc(S(=O)(=O)Nc2c(C(=O)O)[nH]c3ccccc23)cc1OC	12	6	1	-12	-5	13	-9	11	0
15	Cn1c(SCC(=O)Nc2nc(C(C)(C)C)cs2)nnc1C1CC1	0	10	-3	6	-2	8	9	13	6
16	O=C(CSc1nc2ccccc2n1S(=O)(=O)c1ccccc1)N1CCCCC1	4	-1	1	-7	1	-4	8	3	2
17	O=C(Nc1cccc(Cl)c1)Nc1ccnc(-c2cccnc2)n1	-14	-12	-15	-39	0	-10	-16	-11	-23
18	O=S(=O)(NCC(c1cccnc1)N1CCOCC1)c1ccc(Cl)cc1 (configuration not stated)	5	11	-1	-1	-4	-3	3	16	-1
19	COC(=O)c1cc(OC)c(OC)cc1NC(=O)c1ccc(C)cc1	6	0	-4	3	2	-6	-7	-2	-2
20	CC(C)(C)n1nnnc1C(c1cccs1)N(Cc1ccc(Cl)cc1)CC1CCCO1 (configuration not stated)	-5	1	2	8	1	-4	-3	1	-6
21	COc1ccc(NC(=O)C23CCC(C2)C(C)(C)C3=O)cc1 (configuration not stated)	3	6	1	2	1	-2	2	-7	-2
22	O=C(O)CCn1ncc2ccccc2c1=O	2	5	-2	-6	2	3	2	11	-1
23	Cc1cccc(C)c1OCC(O)CNC(C)c1ccccc1 (configuration not stated)	14	0	0	6	2	-7	-2	-34	-3
24	CCCOC(=O)c1ccc(Nc2cc(C)nc3ncnn23)cc1	-3	-1	11	4	-4	-2	3	9	-2
25	Cc1cc(Cl)ccc1Oc1nc(-c2ccc(F)cc2)ccc1C#N	8	0	2	7	6	6	-9	-5	-4
26	Cn1cccc1Cc1nnc(SCC(=O)NCc2ccccc2)n1-c1ccc(F)cc1	1	1	3	6	0	-1	-6	7	1
27	C=CCn1c(COc2cccc3cccnc23)nnc1SCC(=O)OC	1	5	7	-4	1	-1	1	3	4
28	COc1ccccc1NS(=O)(=O)c1cccc(C(=O)N/N=C/c2c(CO)cnc(C)c2O)c1	8	0	12	·	-2	13	-1	5	-6
29	C=CCN1C(=O)CS/C1=N/c1nccs1	5	2	-4	0	5	1	2	10	4
30	Cc1cc(=O)[nH]c(-c2cccs2)n1	3	4	-1	-2	3	6	5	1	2
31	c1ccc(CSc2nnc3ccc(-c4ccncc4)nn23)nc1	9	0	5	8	-1	2	-6	-6	0
32	Cc1ccc2nc(NC(=O)Cn3nc(C)c([N+](=O)[O-])c3C)sc2c1	1	-1	-1	-5	1	-7	-7	11	-9
33	O=C(Nc1ccc(S(=O)(=O)Nc2nccs2)cc1)/C(=C/c1ccccc1Cl)NC(=O)c1ccccc1	5	4	11	-2	-7	-9	7	-1	-5
34	O=C(NCc1ccco1)c1ccc2c(c1)C(=O)N(Cc1ccccc1)C2=O	3	0	-1	-3	4	4	4	18	0
35	O=C(CCC(=O)N1CCOc2ccc(Cl)cc21)NCc1ccccc1	3	8	4	7	6	1	0	-9	2
36	CC(=O)c1cccc(NC(=O)c2ccc(NS(=O)(=O)c3c(C)noc3C)cc2)c1	0	3	1	7	-7	-3	0	10	2
37	O=C(Nc1ccccc1[N+](=O)[O-])c1cc2ccccc2nc1Cl	4	2	3	6	-2	5	-1	-8	1
38	O=C(Nc1nc(-c2cccc3ccccc23)cs1)c1ccc2c(c1)S(=O)(=O)c1ccccc1C2=O	0	1	0	-4	1	2	-4	-5	-1
39	Cc1ccccc1NC(=O)CSCc1nc(N)nc(Nc2ccccc2C)n1	2	0	2	3	-6	-8	4	-1	2
40	CCOC(=O)COc1cccc2c(=O)n(CC(N)=O)ccc12	5	0	-1	12	1	3	6	-2	-2
41	Cc1cc(OC(=O)c2c(C)cc(OC(=O)c3c(C)cc(O)cc3O)cc2O)cc(O)c1C(=O)O	-2	3	11	2	-4	1	11	26	-1
42	CCc1[nH]nc(C(=O)N2CCCC(C(=O)c3cccc(OC(C)C)c3)C2)c1C (configuration not stated)	2	4	-4	6	-3	-8	2	10	6
43	Cc1ccc(Cl)cc1N(CC(=O)NCc1ccccc1)S(C)(=O)=O	2	-7	0	2	-2	8	5	-10	1
44	Cc1ccc2oc(=O)n(CC(=O)OCCC(C)C)c2c1	4	3	0	14	5	-8	2	-7	-1
45	COC(=O)c1c(-c2cc(C)ccc2C)csc1NC(=O)C1CC=CCC1C(=O)O (configuration not stated)	1	2	5	0	0	13	-6	4	-3
46	CC(=O)Nc1ccc(S(=O)(=O)NCC(=O)OCC(=O)N2CCc3ccccc32)cc1	4	0	-16	0	1	0	-11	-1	-5
47	Cc1ccc(NC(=O)N(Cc2cccnc2)Cc2ccco2)cc1C	6	3	-7	10	-5	8	-7	-9	2
48	COc1ccccc1C(=O)NC(=O)COC(=O)CN1C(=O)NC2(CCCCC2C)C1=O (configuration not stated)	-2	1	3	5	-4	2	-6	-4	-1
49	COc1ccc(/C=C\c2cc(OC)c(OC)cc2CC[N+](C)(C)C)cc1OC	6	4	-2	4	-1	3	2	-1	0
50	COc1cc(Cl)c(C)cc1NC(=S)NN	6	4	4	2	-1	-4	-2	-11	-2
51	COc1ccccc1-c1cnn2c(NCc3ccccc3)cc(C)nc12	11	-1	7	6	3	3	3	17	-2
52	CSc1ccc(S(=O)(=O)NCc2ccc(Cl)cc2)cc1	2	22	9	-4	-4	-12	2	-22	2
53	NC(=O)c1cc([N+](=O)[O-])ccc1NCc1ccccn1	8	0	1	3	4	4	-2	-6	1
54	C=CCN1C(=O)N(CC=C)c2cccc3cccc1c23	17	4	7	-1	3	1	-5	16	-4
55	Cc1ccc2nsnc2c1NC(=O)COc1ccccc1	-3	-2	-1	8	1	3	7	1	2
56	Cc1cc(C)cc(C(=O)Oc2coc(CSc3nnc(NC(=O)C4CC4)s3)cc2=O)c1	3	2	11	2	-3	0	4	6	-1
57	CCOc1ccccc1Nc1ccc(C(=O)O)cc1NC(C)=O	6	10	4	5	3	0	-3	-4	5
58	CC1(C)Oc2ccc(C(=O)NC3CCCC3)cc2N(CC(=O)N2CCOCC2)C1=O	4	7	0	2	-1	5	-1	-8	0
59	COc1ccccc1OCCCCN1CCN(c2ccccc2OC)CC1	-1	4	-2	3	1	4	6	8	-2
60	Brc1ccc(-c2cn3cccnc3n2)cc1	-1	-2	-1	0	-2	-2	-5	2	-3

# The results go on:
No.	compound	PAFAH1B3 FP inh	PAFAH1B2 FP inh	pPAFAH FP inh	GSTO1 counter	PAD4 FP inh	PAFAH2 inh	LYPLA2 counter	PREPL inh	LYPLA1 counter
61	CCc1nnc(NS(=O)(=O)c2ccc(NC(=O)c3ccccc3OC)cc2)s1	4	4	-2	1	-4	4	3	3	-1
62	COc1ccc(N2CCN(C(=O)c3ccc(N(C)S(=O)(=O)c4ccc(C)cc4)cc3)CC2)cc1	4	-2	9	13	-3	4	50*	18	6
63	Nc1nc2nonc2nc1N	·	·	0	-7	3	·	2	-10	2
64	CCN(CCCNC(=O)c1ccc2c(c1)NC(=O)CN2C)c1cccc(C)c1	2	9	28*	53*	2	-2	4	1	0
65	COc1ccc(N=Cc2c[nH][nH]c2=O)cc1	11	2	1	-9	0	-5	-2	2	-6
66	COc1cc(NS(=O)(=O)c2ccc(NC(=S)NC(=O)c3ccc(F)c(F)c3)cc2)nc(OC)n1	5	5	2	4	-4	7	9	-14	1
67	COCCNC(=S)N1C2CCC1CC(NC(=O)NC13CC4CC(CC(C4)C1)C3)C2 (configuration not stated)	-2	-2	4	-4	-3	6	8	-3	0
68	CN1CCN(c2nc(-c3ccccn3)nc3ccccc23)CC1	4	0	-3	4	2	-5	0	11	3
69	Cc1cc[n+](CC(=O)c2ccc3c(c2)OCCO3)cc1	0	0	2	10	-5	6	-2	7	2
70	COc1ccc(C(=O)NC(=S)N2CC(C)OC(C)C2)cc1 (configuration not stated)	1	-1	-1	10	-3	-7	-7	8	1
71	CSCC[C@H](NC(=O)c1cc([N+](=O)[O-])ccc1Cl)c1nc2ccccc2[nH]1	1	2	-3	-2	-1	9	-4	-12	-1
72	CCCSc1cc(=O)n(-c2ccccc2)nc1C(=O)O	6	-5	0	-2	-1	4	-1	1	-5
73	COc1cccc(NC(=O)c2ccccc2-c2nc(-c3ccc(Cl)cc3)no2)c1	-7	0	-17	-14	-3	-22	-46	7	-29
74	COc1ccc(-n2nc(C(=O)NCC(=O)NCCC3=CCCCC3)c3ccccc3c2=O)c(OC)c1	-1	0	3	1	-2	3	-4	4	-1
75	COc1cccc(OC)c1OCC(=O)Nc1ccc(S(=O)(=O)N2CCCC2)cc1	10	6	1	·	4	6	·	4	·
76	Cc1c(NC(=O)CN2C(=O)NC(C)(c3ccccc3Cl)C2=O)c(=O)n(-c2ccccc2)n1C (configuration not stated)	7	4	8	7	-2	-5	-1	6	-6
77	COc1ccc(N2CC(C(=O)NC3CCSC3=O)CC2=O)cc1 (configuration not stated)	4	1	4	1	3	-4	3	15	4
78	CCN(CC)C(=O)COc1ccc(/C=C(\C#N)S(=O)(=O)c2ccccc2)cc1OC	14	7	-1	-9	-2	5	-1	-2	-3
79	Cc1cccc(-n2ncc3c(NCCCN4CCCC4=O)ncnc32)c1	9	8	2	3	-2	2	-4	-6	-3

# Quoted from above, nos. 69 to 70
No.	compound	PAFAH1B3 FP inh	PAFAH1B2 FP inh	pPAFAH FP inh	GSTO1 counter	PAD4 FP inh	PAFAH2 inh	LYPLA2 counter	PREPL inh	LYPLA1 counter
69	Cc1cc[n+](CC(=O)c2ccc3c(c2)OCCO3)cc1	0	0	2	10	-5	6	-2	7	2
70	COc1ccc(C(=O)NC(=S)N2CC(C)OC(C)C2)cc1 (configuration not stated)	1	-1	-1	10	-3	-7	-7	8	1

# This is a subset; count on the stated rates, not on these rows.
